PAD4 inhibition: human PAD4 inhibitors, primary screen, biochemical, fluorescence polarization (AID 463073) | inhibition, % at 5 µM | recombinant PAD4, RFA probe fluorescence polarization; active compounds read high | hit rate 0.5% among 2,000;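 active means inhibition above 30%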;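 further: 0% = PAD4 with DMSO and 100% = wells lacking PAD4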
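Material – recombinant PAD4 · Amount – PAD4 at 2 µM in dispensed buffer, before additions · Medium – Ca2+-containing HEPES pH 7.6, TCEP · Doses – one dose, 5 µM final · Schedule – 30 min 25 °C preincubation, 5 h 37 °C labeling · Measured by – FP, ex 525 nm, em 598 nm · Benchmarks – wells lacking PAD4 as full-inhibition control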
* hit, by the source's call; & = joins results of further samples.

SMILES | PAD4 inhibition
CCOC(=O)c1oc2cc(O)cc(C)c2c(=O)c1-c1cscn1 | 2.3
CC1CCN(C(=O)Oc2ccccc2)CC1 | -1.7
CCn1cc(C(=O)O)c(=O)c2ccc(C)nc21 | 1.6
O=C(Cc1cccc2ccccc12)N1CC[C@@]2(O)CCCC[C@H]2C1 | -13.1
C=CCC1(Cl)C(=O)C(Cl)=C(N2CCOCC2)C1(OC)OC (stereo not given) | 1.5
COc1cc(NC(=S)NN2CCN(C)CC2)cc(OC)c1OC | -5.5
O=C(CCCn1c(=O)oc2ccccc21)N1CCN(c2ccc(F)cc2)CC1 | -1.9
CCn1nc(C(=O)O)c(=O)c2cc3c(cc21)OCO3 | 1.3
O=C(NCCC(c1ccccc1)c1ccco1)c1cccs1 (stereo not given) | -4.3
CCSC(SCC)[C@H](O)[C@@H](O)[C@H](O)[C@H](O)CO | 3.7
CN(C)c1nc(N(C)C)nc(N(C)C)n1 | -1.3
CC(C)Oc1ccc(C2CC(=O)N(c3ccc(C(=O)O)cc3)C2=O)cc1 (stereo not given) | 4.7
COc1cc2nc(-c3ccccc3)nc(N3CCCC3)c2cc1OC | 4.0
COc1ccc(CCNC(=O)C(=O)Nc2ccc3c(c2)OCO3)cc1OC | 2.4
CC[n+]1c(C)sc2cc(C)ccc21 | 0.8
C[C@@H]1C[C@H](Nc2ccccc2)c2ccccc2N1C(=O)c1cccnc1 | 4.7
CC(=O)Nc1cc(O)cc(O)c1 | -1.6
CCOC(=O)C1NN=C(C(=O)c2ccccc2)C1c1ccc(Cl)cc1 (stereo not given) | 1.9
CN1[C@@H]2CC(OC(=O)[C@H](CO)c3ccccc3)C[C@H]1[C@@H]1O[C@@H]12 (stereo not given in full) | -0.4&-1.8
CC(C)CC(NC(=O)CNC(=O)C1O[C@@H]2OC(C)(C)O[C@@H]2[C@H]2OC(C)(C)O[C@@H]12)C(=O)O (stereo not given in full) | -1.9
Cn1c(=O)c2c(ncn2Cc2ccccc2)n(C)c1=O | 0.1
CC(C)(C)c1ccc(C(O)CCCN2CCC(C(O)(c3ccccc3)c3ccccc3)CC2)cc1 (stereo not given) | 2.1
Cc1ccc2c(c1)c(C)cc(=O)n2CCC(=O)O | 3.1
COc1ccc2c(c1OC)C(=O)NC(C)=C(C(=O)OC(C)(C)C)C2O (stereo not given) | 4.7
O=Cc1ccc(O)c(O)c1 | -0.8
CCc1cc(C(N)=S)ccn1 | 0.3
C[C@H](NC(=O)Nc1ccccc1F)C(=O)O | 3.3
COc1cc2[nH]c3c(=O)n(CCN4CCOCC4)cnc3c2cc1OC | -1.7
CC(=O)NCCCCCCNC(C)=O | 3.7
COC(=O)C1=C(C)N(Cc2ccco2)C(=O)/C1=C\c1ccc([N+](=O)[O-])cc1 | 8.4

Quoted from the listing:
CC(=O)Nc1cc(O)cc(O)c1 | PAD4 inhibition = -1.6
CC(=O)NCCCCCCNC(C)=O | PAD4 inhibition = 3.7

Reformatted as comma-separated lines: 19 of the compounds above
compound,PAD4 inhibition
CC(C)Oc1ccc(C2CC(=O)N(c3ccc(C(=O)O)cc3)C2=O)cc1 (stereo not given),4.7
COc1cc2nc(-c3ccccc3)nc(N3CCCC3)c2cc1OC,4.0
COc1ccc(CCNC(=O)C(=O)Nc2ccc3c(c2)OCO3)cc1OC,2.4
CC[n+]1c(C)sc2cc(C)ccc21,0.8
C[C@@H]1C[C@H](Nc2ccccc2)c2ccccc2N1C(=O)c1cccnc1,4.7
CC(=O)Nc1cc(O)cc(O)c1,-1.6
CCOC(=O)C1NN=C(C(=O)c2ccccc2)C1c1ccc(Cl)cc1 (stereo not given),1.9
CN1[C@@H]2CC(OC(=O)[C@H](CO)c3ccccc3)C[C@H]1[C@@H]1O[C@@H]12 (stereo not given in full),-0.4&-1.8
CC(C)CC(NC(=O)CNC(=O)C1O[C@@H]2OC(C)(C)O[C@@H]2[C@H]2OC(C)(C)O[C@@H]12)C(=O)O (stereo not given in full),-1.9
Cn1c(=O)c2c(ncn2Cc2ccccc2)n(C)c1=O,0.1
CC(C)(C)c1ccc(C(O)CCCN2CCC(C(O)(c3ccccc3)c3ccccc3)CC2)cc1 (stereo not given),2.1
Cc1ccc2c(c1)c(C)cc(=O)n2CCC(=O)O,3.1
COc1ccc2c(c1OC)C(=O)NC(C)=C(C(=O)OC(C)(C)C)C2O (stereo not given),4.7
O=Cc1ccc(O)c(O)c1,-0.8
CCc1cc(C(N)=S)ccn1,0.3
C[C@H](NC(=O)Nc1ccccc1F)C(=O)O,3.3
COc1cc2[nH]c3c(=O)n(CCN4CCOCC4)cnc3c2cc1OC,-1.7
CC(=O)NCCCCCCNC(C)=O,3.7
COC(=O)C1=C(C)N(Cc2ccco2)C(=O)/C1=C\c1ccc([N+](=O)[O-])cc1,8.4

The results go on:
SMILES | PAD4 inhibition
O=C1CC(c2ccc(OCCCCCOc3ccc(C4CC(=O)NC4=O)cc3)cc2)C(=O)N1 (stereo not given) | 2.4
Cc1ccc2c(CC(=O)O)coc2c1 | 0.3
COc1ccc(N2C(=O)C3CCCN3C2=O)cc1 (stereo not given) | 4.9
CNCCCC1c2ccccc2C=Cc2ccccc21 | 2.4
COc1cc2c(cc1OC)C(c1cc(OC)c(OC)c(OC)c1)NCC2 (stereo not given) | -0.8
COc1cc(OC)c(C2C(C#N)=C(N)OC3=C2C(=O)CC(C)(C)C3)cc1OC (stereo not given) | 0.6
N/C(=N\OC(=O)/C=C/c1ccccc1)c1ccc(Br)cc1 | 1.4
CCOC(=O)c1ccc(N2C(=O)C(CC(=O)NC)N(CCc3ccc(OC)c(OC)c3)C2=S)cc1 (stereo not given) | -2.0
C=CCc1ccccc1OCC(O)CNC(C)C (stereo not given) | -3.9
O=C1CC(c2ccc(O)cc2)Oc2cc(O)cc(O)c21 (stereo not given) | 0.9
Cc1[nH]c2ccccc2c1C(=O)CN1CCCC1 | -1.8
O=C(CCC1CCCN(C(=O)c2ccsc2)C1)NCc1ccc(F)c(F)c1 (stereo not given) | 2.4

The list is partial; rates above refer to the full screens.
